ROC1-CUL1 inh = inhibitors of human ROC1-CUL1 ubiquitin ligase activity | inhibition, % at 10 µM | in vitro K48 di-Ub FRET, acceptor:donor ratio, 45 min | 0.6% of 140,000 active; in the data active = inhibition above about 25%
Target sequence (P62877 whole entry, looked up): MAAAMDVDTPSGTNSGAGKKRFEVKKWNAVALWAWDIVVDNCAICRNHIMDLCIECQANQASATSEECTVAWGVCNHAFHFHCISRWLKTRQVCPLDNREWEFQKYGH
Target sequence (Q13616 whole entry, looked up): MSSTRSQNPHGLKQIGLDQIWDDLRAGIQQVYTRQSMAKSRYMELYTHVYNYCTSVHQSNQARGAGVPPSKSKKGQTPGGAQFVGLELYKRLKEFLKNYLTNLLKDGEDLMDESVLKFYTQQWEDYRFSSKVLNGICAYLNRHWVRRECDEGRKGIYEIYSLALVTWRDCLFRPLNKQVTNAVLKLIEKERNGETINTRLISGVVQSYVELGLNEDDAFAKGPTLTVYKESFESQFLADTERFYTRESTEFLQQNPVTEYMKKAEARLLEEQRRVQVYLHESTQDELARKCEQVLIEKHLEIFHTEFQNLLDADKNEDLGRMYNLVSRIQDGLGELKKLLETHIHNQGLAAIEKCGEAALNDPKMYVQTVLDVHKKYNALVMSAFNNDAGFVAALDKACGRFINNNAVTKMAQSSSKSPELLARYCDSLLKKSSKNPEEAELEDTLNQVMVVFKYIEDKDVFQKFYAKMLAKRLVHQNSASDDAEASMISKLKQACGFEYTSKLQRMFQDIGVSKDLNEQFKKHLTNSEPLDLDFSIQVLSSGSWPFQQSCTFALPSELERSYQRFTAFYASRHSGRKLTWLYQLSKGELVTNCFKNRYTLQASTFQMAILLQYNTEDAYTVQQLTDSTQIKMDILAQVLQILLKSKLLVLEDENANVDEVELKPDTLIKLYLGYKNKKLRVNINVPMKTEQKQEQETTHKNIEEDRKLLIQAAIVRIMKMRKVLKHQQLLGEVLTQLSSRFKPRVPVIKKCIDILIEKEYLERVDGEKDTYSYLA
Numbers without * were called inactive. This is a subset; rates above refer to the full screens.

SMILES	ROC1-CUL1 inh
c1ccc(C2Sc3ccccc3N=C3c4ccccc4SCC32)cc1 (stereo unspecified)	-1
Cn1ccnc1CN1CCC(C2CCN(CC(C)(C)C)C2)CC1 (stereo unspecified)	5
CC(C)Cc1cn(C2CCN(C(=O)Nc3ccc4c(c3)OCO4)CC2)nn1	-6
O=C(CCc1cn[nH]c1)N1CCC2(CCCN(Cc3ccccc3F)C2=O)C1 (stereo unspecified)	21
Cc1cn2c3c(=O)n(C)c(=O)n(C)c3nc2n1-c1cccc(O)c1	-7
COc1cc(Br)ccc1NC(=O)c1cccc2c1-c1ccccc1C2=O	2
O=C(Nc1cc(C(=O)N2CCC[C@H]2CO)c2c(c1)ncn2C1CCCC1)c1ccccc1	4
O=C(c1cc(COc2ccccc2)[nH]n1)N1CCN(C(=O)c2ccco2)CC1	-3
Cc1ccc(C(=O)NC2CCCCC2)cc1NS(C)(=O)=O	-4
CCN(CC)S(=O)(=O)c1ccc(NC(=O)CS(=O)(=O)Cc2ccccc2)cc1	3
COc1ccccc1CNC(=O)c1cc(NC(=O)CC2CCCC2)cc2nc(C3CCCO3)n(C)c12 (stereo unspecified)	7
COc1cccc(C2c3c(n[nH]c3-c3cc(C)sc3C)OC(=N)C2C#N)c1O (stereo unspecified)	-14
C=CCn1c(SCc2csc(C)n2)nc2scc(-c3ccc(Cl)cc3)c2c1=O	-2
CSc1ccc(CCNC(=O)c2c(C)oc3ncn(C)c(=O)c23)cc1	10
CCCSc1ncc(CN2CCc3[nH]nc(C4CCC4)c3C2)cn1	2
COC(=O)c1c(NC(=O)COc2c(C)cccc2C)sc2c1CCC(C)C2 (stereo unspecified)	2
Fc1cccc(Cl)c1Cc1nn2c(-c3ccccc3)nnc2s1	-6
Cn1c(SCC(=O)c2ccc(F)cc2)nnc1-c1sc2ccccc2c1Cl	-9
CC(C)(C)NC(=O)c1cccc2c1-c1ccccc1C2	1
Cc1cccc(NC(=O)Cn2nc(C)c3nn(-c4ccc(Cl)cc4)c(C)c3c2=O)c1C	0
CCOC(=O)c1c(-c2ccccc2)csc1NC(=O)c1nc(SCC)ncc1Cl	-6
CCOc1ccccc1NC(=O)c1ccc(C(=O)Nc2ccccc2OCC)cc1	3
Cc1ccc2nc(-c3ccc(Cl)c(NC(=O)c4cccnc4)c3)oc2c1	-2
COc1cccc(/C=N/NC(=O)C2=NNC(=O)CC2)c1	5
CCOC(=O)/C(=C\OCCOc1cc(Cl)c(Cl)cc1Cl)Oc1ccccc1	-2
CC(C)N(C)C(=O)CC1(c2ccc(-c3ccccc3)cc2)CC(=O)N(C2CC2)C1=O (stereo unspecified)	-4
COc1cccc(C(=O)Nc2ccc3oc(-c4ccccc4Br)nc3c2)c1	13
C#CCn1c(=O)n(-c2cccc(Cl)c2C)c(=O)c2c3c(sc21)CN(C(C)=O)CC3	-1
O=[N+]([O-])c1ccc(N2CCN(S(=O)(=O)c3ccc4ccccc4c3)CC2)cc1N1CCOCC1	-10
Cc1ccc(S(=O)(=O)Nc2ccc(NS(C)(=O)=O)cc2)cc1	-5
CCOCCCNC(=O)c1cn(CC)c2ccc(S(=O)(=O)N3CCOCC3)cc2c1=O	1
O=C(COc1ccc(S(=O)(=O)NCc2ccccc2)cc1Cl)NCc1ccncc1	0
Cc1c(CN2CCc3[nH]nc(-c4ccccc4)c3C2)cnn1C	4
CCOc1ccc2c(c1)nc(SCC(=O)c1cccs1)n2C	-4
COc1ccc(-c2csc(-n3[nH]c(C)c(N=Nc4ccccc4C)c3=O)n2)cc1	-6
CC(=O)N(c1ccccc1)c1ccc2c3c(cccc13)CC2	-7
Cc1ccc(OCC(=O)Nc2ccc(C)c(C)c2)c(Br)c1	3
Cc1cc(N2C(=O)C3CCC(c4ccccc4)CC3C2=O)no1 (stereo unspecified)	0
Cc1c(Cl)cccc1NC(=S)N1CCN(Cc2ccccc2)CC1	6
COc1ccc(N=c2[n-][n+](C)c3c(C)nc(C)cn23)cc1	0
CCCSc1ncc(Cl)c(C(=O)Nc2ccc(S(=O)(=O)N3CCCCC3C)cc2)n1 (stereo unspecified)	4
CC(C)c1cnc2c(c1SCC(=O)NCc1ccccc1)c(=O)n(C)c(=O)n2C	-7
CCCN(CCC)S(=O)(=O)c1ccc(NS(C)(=O)=O)cc1	2
Cc1ccc(Nc2nc3ccccc3c3nncn23)cc1C	3
COc1cc(OC)c(NC(=O)C2CCN(S(=O)(=O)c3ccc4c(c3)oc(=O)n4C)CC2)cc1Cl	0
Cc1ccc(NC(=O)c2ccc(CN3CC(=O)N4CCCCC4C3=O)cc2)c(Cl)c1 (stereo unspecified)	-1
CN1CCCC2(CCN(Cc3cc4c(cc3Cl)OCO4)C2)C1=O (stereo unspecified)	4
Cc1ccc(NC(=O)C2CCCC2)cc1O	1
O=C(Nc1ccccc1C(F)(F)F)C1CCN(c2nnc(-n3cccc3)s2)CC1	-1
COC(=O)c1ccc(NC(=O)CN(Cc2ccc(C)cc2)S(=O)(=O)c2ccc(C)cc2)cc1	-1

Remaining list, next part
SMILES	ROC1-CUL1 inh
Cn1c(Sc2ccnc3cc(Cl)ccc23)cc(=O)n(C)c1=O	6
C=CCN(CC=C)C(=S)NC(=O)c1ccc(C)cc1	1
COCCCNc1nc2nonc2nc1N1CCC(COC)C1 (stereo unspecified)	4
COC(=O)c1c(NC(=O)CCCOc2ccccc2C)sc2c1CCC(C)C2 (stereo unspecified)	-4
COc1ccc(-c2nn(CN3CCN(Cc4ccccc4C(F)(F)F)CC3)c(=S)o2)cc1OC	13
CN(CCCc1ccccc1)Cc1cn(C2CCNCC2)nn1	-6
CCn1cc(C(=O)N2CCN(c3cc(C)ccc3C)CC2)c(=O)c2cc(S(=O)(=O)N(C)C3CCCCC3)ccc21	-4
CCOC(=O)C(N)CSC1CC(=O)N(c2ccc(Br)cc2)C1=O (stereo unspecified)	7
O=C(c1cc(F)c(F)cc1F)N1CCOc2ccc(CN3CCc4sccc4C3)cc2C1	0
C=CCNS(=O)(=O)c1ccc(OC)c(C(C)C)c1	-7
O=C(c1ccco1)N(Cc1ccc(Cl)cc1)C1CCS(=O)(=O)C1 (stereo unspecified)	11
CC(C)(Oc1ccc(Cl)cc1)C(=O)N/N=C/c1c(F)c(F)c(F)c(F)c1F	2
O=C(O)C1C2CC3C(OC(=O)C31)C2Cl (stereo unspecified)	-2
Cc1cc(C)cc(NS(=O)(=O)c2cc3c(cc2C)NC(=O)CO3)c1	11
COc1ccc(CCCc2nnc(SCC(=O)Nc3ccc(C)c(C)c3)o2)cc1	-3
COc1cc(OC)c(NC(=O)C2=C(C)C(=O)OC23CCN(C(C)=O)CC3)cc1Cl	-4
CN(Cc1cc(-c2ccccc2)no1)C(=O)Cn1nnnc1CN1CCCC1	0
COC(=O)c1cccc(NC(=O)Nc2cc(C(=O)NCc3cccc(F)c3)ccc2N2CCCC2)c1	-9
C=CCn1c(-c2ccccc2)nn(CNc2ccccc2Cl)c1=S	-3
O=C1CCCN1CC1CCN(C(=O)c2ccc(NC3CCCCCC3)nc2)CC1	3
C/C(=N/NC(=O)c1csc(C)c1C)c1cccc(NS(=O)(=O)c2ccccc2)c1	1
O=C(Cn1cc(C(=O)C(F)(F)F)c2cc(Br)ccc21)NC1CCCC1	-2
Clc1ccc(NC2(c3nnnn3C3CCCCC3)CCCC2)cc1	-3
CCOc1ccc(CNCc2c(C(=O)O)c(C)n(Cc3cccc(OC)c3)c2C)cc1OC	12
Cc1cnccc1CNC(=O)c1coc(CN2CCN(c3ccccc3F)CC2)n1	2
COc1ccc(-c2nc(SCC(=O)CSc3n[nH]c(-c4ccc(OC)cc4)n3)n[nH]2)cc1	3
FC(F)(Cl)Oc1ccc(Nc2nc(N3CCOCC3)nc(N3CCN(c4cccc(Cl)c4)CC3)n2)cc1	5
O=C(Nc1ccccc1F)OCc1ccccn1	2
CCCCOc1ccc(C(=O)C2C(=O)C(=O)N(CCOC)C2c2ccc(CC)cc2)cc1C (stereo unspecified)	41*
CCN1C(=O)C(C=Nc2ccc(N3CCOCC3)cc2)C(=O)N(CC)C1=S	5
CCOC(=O)c1c(C)n(-c2ccc(C)cc2C)c2ccc(OC(=O)/C=C/c3ccccc3)cc12	2
CC(C)(C)CN1CC(NS(=O)(=O)c2cccc(Cl)c2)CC1=O (stereo unspecified)	-4
Cn1cc(CN2C[C@H]3OC(=O)N(CCc4ccc(F)cc4)[C@H]3C2)cn1	1
CCOC(=O)c1cnc2ccc(C(=O)OC)cc2c1Nc1ccc(OCc2ccccc2Cl)cc1	-4
CC1(C)CC(=O)C2=C(C1)N(c1c(F)cccc1F)C(=N)C(C#N)C2c1cccc(Cl)c1 (stereo unspecified)	3
CCC1CCc2nc3sc(C(=O)Nc4ccc(OC)cc4)c(N)c3cc2C1 (stereo unspecified)	5
c1ccc(CCc2noc(CN3CCC(N4CCSCC4)CC3)n2)cc1	7
Cn1nc(-c2ccc(OCC(=O)Nc3ccc(Cl)cc3)cc2)c2ccccc2c1=O	7
C=CCc1cccc(/C=N/NC(=O)c2cc(C(C)(C)C)[nH]n2)c1O	10
CC(CC1CC(C)(C)OC1=O)C(=O)Nc1cc(Cl)ccc1Cl (stereo unspecified)	-2
CCCCN(Cc1ccccc1)C(=O)CCC1(Cc2cc(OC)ccc2F)CCC(=O)N1 (stereo unspecified)	0
COc1c(Cl)cc(C(=O)N(Cc2ccccc2F)C2CCS(=O)(=O)C2)cc1Cl (stereo unspecified)	5
CCOc1ccc(C2c3c(oc4ccccc4c3=O)C(=O)N2c2ccccn2)cc1OCC (stereo unspecified)	-5
CNC(=O)c1cccnc1NC(=O)c1ccccc1	9
CCc1ccccc1NC(=O)CSc1nnc(COc2ccc(Cl)cc2)o1	-5
COc1ccc(N2CCN(S(=O)(=O)CCNC(=O)Cc3ccc(OC)c(OC)c3)CC2)cc1	-2
CC(C)(C)NCc1ccco1	8
CCN1CCC(NC(=O)COc2ccccc2Br)CC1	-5
CCOC(=O)C1(Cc2ccccc2C)CCCN(C(=O)C(=O)c2ccccc2)C1 (stereo unspecified)	-14
O=C(COc1ccc2cc(-c3nc4ccccc4s3)c(=O)oc2c1)OCc1ccccc1	-5

Further compounds.
SMILES	ROC1-CUL1 inh
O=C(CCS(=O)(=O)c1ccccc1)N(Cc1cccnc1)c1nc2ccc(F)cc2s1	5
COc1ccc(NS(=O)(=O)c2ccc(NC(=O)Nc3cccc4ccccc34)cc2)cc1	2
Cc1ccc(NC(=O)Cn2nnc(C(=O)NCc3ccc4c(c3)OCO4)c2N)cc1Cl	1
Cc1cc(C)n(/N=C/c2cc([N+](=O)[O-])ccc2Cl)c(=O)c1	4
O=C(CN1C(=O)C2(SCC(=O)N2c2ccccc2)c2ccccc21)Nc1ccccc1C(F)(F)F (stereo unspecified)	-9
Cn1c(=O)c(=O)n(C)c2cc(NC(=O)c3ccccc3Br)ccc21	-7
Cc1c(NS(C)(=O)=O)cccc1C(=O)Nc1ccccc1Br	-1
O=C(CSc1nnc(Cc2cccs2)n1-c1ccccc1)NCc1ccccc1	8
COc1cc(C)c(-c2nc3c(cnn3Cc3ccncc3)[nH]2)cc1C(C)C	1
COc1ccc(-c2cc(-c3ccccc3)nc(N/N=C/c3ccc(O)c(C)c3O)n2)cc1OC	-1

Quoted at random: 2 entries already listed, in no set order.
SMILES	ROC1-CUL1 inh
CCOC(=O)c1c(-c2ccccc2)csc1NC(=O)c1nc(SCC)ncc1Cl	-6
CCOC(=O)C(N)CSC1CC(=O)N(c2ccc(Br)cc2)C1=O (stereo unspecified)	7

Reformatted in markdown: part of the list above.
| Molecule | ROC1-CUL1 inh |
| --- | --- |
| c1ccc(C2Sc3ccccc3N=C3c4ccccc4SCC32)cc1 (stereo unspecified) | -1 |
| Cn1ccnc1CN1CCC(C2CCN(CC(C)(C)C)C2)CC1 (stereo unspecified) | 5 |
| CC(C)Cc1cn(C2CCN(C(=O)Nc3ccc4c(c3)OCO4)CC2)nn1 | -6 |
| O=C(CCc1cn[nH]c1)N1CCC2(CCCN(Cc3ccccc3F)C2=O)C1 (stereo unspecified) | 21 |
| Cc1cn2c3c(=O)n(C)c(=O)n(C)c3nc2n1-c1cccc(O)c1 | -7 |
| COc1cc(Br)ccc1NC(=O)c1cccc2c1-c1ccccc1C2=O | 2 |
| O=C(Nc1cc(C(=O)N2CCC[C@H]2CO)c2c(c1)ncn2C1CCCC1)c1ccccc1 | 4 |
| O=C(c1cc(COc2ccccc2)[nH]n1)N1CCN(C(=O)c2ccco2)CC1 | -3 |
| Cc1ccc(C(=O)NC2CCCCC2)cc1NS(C)(=O)=O | -4 |
| CCN(CC)S(=O)(=O)c1ccc(NC(=O)CS(=O)(=O)Cc2ccccc2)cc1 | 3 |
| COc1ccccc1CNC(=O)c1cc(NC(=O)CC2CCCC2)cc2nc(C3CCCO3)n(C)c12 (stereo unspecified) | 7 |
| COc1cccc(C2c3c(n[nH]c3-c3cc(C)sc3C)OC(=N)C2C#N)c1O (stereo unspecified) | -14 |
| C=CCn1c(SCc2csc(C)n2)nc2scc(-c3ccc(Cl)cc3)c2c1=O | -2 |
| CSc1ccc(CCNC(=O)c2c(C)oc3ncn(C)c(=O)c23)cc1 | 10 |
| CCCSc1ncc(CN2CCc3[nH]nc(C4CCC4)c3C2)cn1 | 2 |
| COC(=O)c1c(NC(=O)COc2c(C)cccc2C)sc2c1CCC(C)C2 (stereo unspecified) | 2 |
| Fc1cccc(Cl)c1Cc1nn2c(-c3ccccc3)nnc2s1 | -6 |

Remaining list, next part
SMILES	ROC1-CUL1 inh
CCCC(=O)Nc1ccc2c(c1)nc(CCN1CCC(C)CC1)n2C	7
CCc1ccc(/C=N/NS(=O)(=O)c2ccc([N+](=O)[O-])cc2)s1	-1
Cc1cccc(C(=O)Nc2ccc3c(c2)C(=O)c2ccccc2C3=O)c1	6
Cc1ccc2c(c1)c(=O)c1ccccc1n2CCCC(=O)Nc1cc(Cl)ccc1C	2
COc1ccc(C(C)(C)C)cc1S(=O)(=O)N1c2ccccc2CC1C (stereo unspecified)	-9
CC(Oc1ccc(Cl)cc1)C(=O)N/N=C/c1ccsc1 (stereo unspecified)	13
O=C(Cn1c(SCCOc2ccccc2Cl)nc2ccccc21)N1CCOCC1	7
CCn1c(COc2cccc(C)c2)nnc1SCC(=O)Nc1cccc(Cl)c1Cl	2
c1cc(CN2CCCC(Nc3ccc4c(c3)OCO4)C2)no1 (stereo unspecified)	4
C/C(=C\c1ccccc1)c1ccccc1	-4
COCCn1cnc2c(c1=O)c1nc3ccccc3nc1n2-c1cccc(F)c1	-1
COc1ccccc1CN1C[C@@H]2C[C@@H](c3ccccc3C(F)(F)F)N3CCC[C@@]23C1=O	-3
